BaF3 parental: parental Ba/F3 viability inhibition as JAK2V617F counter-screen. 1.1% of 220,000 active. CellTiter-Glo ATP luminescence. inhibition, % at 5.6 µM;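 active = inhibition above a per-campaign cutoff, the mean inhibition of all tested compounds plus 3 SD, cut at about 27% in these data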;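 also: 0% = DMSO wells and 100% = JAK Inhibitor I control wells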
p47phox inh: inhibitors of human p47phox binding; P14598; p47phox/p22phox peptide binding, fluorescence polarization, 2 h; inhibition, % at 24.7 µM; 0.53% of 220,000 active; AID 1274;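 active = inhibition above about 30%, limit read from the data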;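 also: 0% = p47phox with labelled peptide and 100% = labelled peptide alone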
Target sequence (P14598 whole entry, looked up): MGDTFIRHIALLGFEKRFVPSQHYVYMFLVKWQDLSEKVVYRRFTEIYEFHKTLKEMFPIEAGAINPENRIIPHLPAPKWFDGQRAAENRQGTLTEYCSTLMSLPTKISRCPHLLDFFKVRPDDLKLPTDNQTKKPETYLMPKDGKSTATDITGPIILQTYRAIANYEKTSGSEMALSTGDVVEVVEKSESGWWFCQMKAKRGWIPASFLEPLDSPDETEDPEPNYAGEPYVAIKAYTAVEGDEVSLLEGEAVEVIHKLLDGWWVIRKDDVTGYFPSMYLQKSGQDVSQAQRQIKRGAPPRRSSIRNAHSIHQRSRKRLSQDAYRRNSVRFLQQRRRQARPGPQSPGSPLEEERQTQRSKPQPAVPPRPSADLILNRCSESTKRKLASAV
S1P4 agonist: agonists of human S1P4 receptor; O95977; S1P4-expressing cell line, agonist reporter assay; activation, % at 4.98 µM; 0.35% of 220,000 active; AID 1509; in the data active = activation above about 11%;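 also: 0% = DMSO vehicle and 100% = reference agonist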
Ba/F3 V617F tox: lowers viability of Ba/F3 cells expressing EpoR and JAK2V617F. ATP luminescence. inhibition, % at 5.6 µM. 1.1% of 220,000 active;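 active = inhibition above the campaign mean plus 3 SD over all tested compounds, cut at about 24% in these data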;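 also: cytokine-independent growth of Ba/F3 cells driven by EpoR plus mutant JAK2; 0% = DMSO-treated cells and 100% = JAK inhibitor I control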
NPY-Y1 antag: NPY-Y1 (human) receptor antagonism. inhibition, % at 3.6 µM. HEK293-CNG Y1 cells, membrane potential fluorescence; NPY at EC95, then isoproterenol. 1% of 200,000 active;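 active = inhibition above the campaign mean inhibition of all tested compounds plus 3 SD, cut at about 20% in these data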;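 also: 0% = DMSO wells given NPY plus isoproterenol and 100% = isoproterenol alone without NPY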
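Material: HEK293 cells co-expressing NPY Y1 receptor and cyclic-nucleotide gated channel. Timing: compound incubation 1 h at room temperature, readout 45 min post-stimulation. Signal: fluorescence, membrane potential probe.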
NPY-Y1 PAM-ag: potentiates or activates human NPY-Y1 receptor; 0.37% of 220,000 active; NPY-Y1 expressing cells, potentiator/agonist activation; P25929; activation, % at 3.6 µM; in the data active = activation above about 33%, passing the limit was not always enough;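 also: cells stimulated with NPY at EC10 then isoproterenol at EC100; 0% = low agonist plus stimulus and 100% = saturating agonist plus stimulus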
CHOP inh: CHOP inhibition in unfolded protein response | 3.8% of 220,000 active | inhibition, % at 10 µM | AID 2732 | CHO-K1 CHOP-promoter luciferase, tunicamycin-induced, 15-18 h;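 active = compounds that reduced the stress-induced luciferase reporter signal by more than about 70% of percent inhibition, limit read from the data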;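 also: 0% = tunicamycin plus vehicle and 100% = wells without tunicamycin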
S1P4 antag: human S1P4 receptor antagonism; S1P4-expressing cells, antagonist mode, reporter read-out; inhibition, % at 4.98 µM; O95977; AID 1510; 0.26% of 220,000 active; in the data active = inhibition above about 29%;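 also: 0% = wells stimulated with agonist and 100% = vehicle wells without agonist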
NPY2 pot ag: potentiates or activates human NPY-Y2 receptor. activation, % at 3.6 µM. 0.45% of 220,000 active. cells expressing NPY-Y2, potentiator/agonist read-out. P49146; in the data active = activation above about 27%;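 also: cells stimulated with NPY near EC25 plus isoproterenol at EC100; 0% = vehicle plus submaximal agonist and 100% = vehicle plus saturating agonist; some results beyond the cut were filed as inactive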
Target sequence (P49146 whole entry, looked up): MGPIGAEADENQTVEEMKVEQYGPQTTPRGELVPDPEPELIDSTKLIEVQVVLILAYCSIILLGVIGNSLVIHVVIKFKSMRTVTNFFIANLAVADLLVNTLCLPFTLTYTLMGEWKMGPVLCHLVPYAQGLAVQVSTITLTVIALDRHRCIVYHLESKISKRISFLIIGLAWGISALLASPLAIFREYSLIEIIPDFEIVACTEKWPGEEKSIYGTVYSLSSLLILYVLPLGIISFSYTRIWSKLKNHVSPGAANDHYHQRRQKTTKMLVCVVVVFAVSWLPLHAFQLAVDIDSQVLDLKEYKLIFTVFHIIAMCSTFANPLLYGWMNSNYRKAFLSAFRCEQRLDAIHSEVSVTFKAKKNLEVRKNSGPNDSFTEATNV
* hit, by the source's call; nt = not tested or not shown.

Values run as follows: BaF3 parental	p47phox inh	S1P4 agonist	Ba/F3 V617F tox	NPY-Y1 antag	NPY-Y1 PAM-ag	CHOP inh	S1P4 antag	NPY2 pot ag
> O=C(Cn1nnc(-c2ccc(F)cc2)n1)N1CCCCC1
  7.3	-7.9	0.7	-2.7	-3.3	13.7	2.9	-1.7	2.8
> CC(=O)c1c(C)[nH]c(C(=O)Nc2ccc(C)c(C)c2)c1C
  5.5	9.5	-1.3	1.4	15.2	-10.2	-40.9	5.9	0.3
> Cc1cc(OCc2nn[nH]n2)c2c(-c3ccccc3)cc(=O)oc2c1
  2.6	-9.4	1.6	0.8	5.3	-16.9	24.7	-20.4	0.6
> COc1cccc(C(=O)NC(=O)Nc2cc(C)on2)c1
  1.0	5.2	-0.4	1.9	-6.8	-22.2	-16.7	2.6	7.3
> O=C(Nc1nnc(-c2ccco2)o1)c1ccc2ccccc2c1
  -0.1	-6.1	2.4	-1.6	9.6	-23.4	9.3	-30.0	-12.1
> COc1ccc(NC(=O)Cn2nnc(-c3ccccc3F)n2)cc1
  0.5	54.0*	0.9	-1.5	10.6	-18.0	-17.7	-1.8	-3.0
> COc1ccccc1C(=O)OCCN1CCOCC1
  8.8	-7.8	-1.0	5.5	3.4	-10.0	18.5	15.5	-3.6
> CCc1nnc(NC(=O)CSc2nnc(-c3ccccc3OC)n2-c2ccccc2)s1
  9.9	-7.8	-1.1	-0.1	0.7	3.7	34.2	-4.3	5.3
> C/C(=N\OC(=O)c1ccc(Cl)cc1)c1nccs1
  6.7	-3.8	-0.1	-2.7	3.8	13.0	38.6	-9.3	3.7
> O=C(COC(=O)c1ccc2[nH]c3c(c2c1)CCCC3)Nc1ccc(Cl)cc1Cl
  9.4	1.2	1.0	4.8	-3.2	5.1	7.5	-4.5	7.8
> CCOC(=O)C1(Cc2ccc(Cl)cc2)CCN(C(=O)CCc2ccncc2)CC1
  0.5	-2.4	18.7*	-5.7	3.5	-3.4	11.1	-2.7	5.6
> COc1ccc(C2(CNC(=O)c3ccc(OC)c([N+](=O)[O-])c3)CCOCC2)cc1OC
  2.6	0.9	1.5	0.6	1.9	-18.6	-2.7	-17.5	-6.0
> COc1ccc(S(=O)(=O)N(CCc2ccccc2)CC(=O)O)cc1
  4.3	-8.2	0.1	-0.5	13.0	-35.0	23.8	-6.0	-27.2
> Cn1nc(-c2ccccc2)c(-c2nc(-c3ccccc3Cl)no2)c1Cl
  5.1	-5.4	-0.5	2.7	0.3	-4.8	-8.8	-16.2	-3.1
> Cc1ccc(S(=O)(=O)Nc2ccccc2/C=N/c2nc3ccccc3n2C(C)C)cc1
  5.6	-16.8	-2.0	2.9	-15.6	36.1	-2.7	-4.2	28.1
> CN(C)S(=O)(=O)c1cccc(NC(=O)CSc2nc3ccccc3[nH]2)c1
  3.9	-9.1	0.7	-0.3	-0.5	1.7	35.8	5.8	19.8
> CCN=C1NN=C(c2cc(C)n(CCc3ccccc3)c2C)CS1
  2.3	13.8	1.2	2.6	4.6	-7.0	15.5	-12.7	10.6
> O=C(Nc1ccc(F)cc1)C1C2CCC3C(CCC21)C3(Cl)Cl (centres undefined)
  2.0	-3.2	0.4	-1.2	nt	51.6*	30.9	-20.6	7.8
> CCOc1ccc(C(=O)N2CCCC2)cc1
  0.1	0.1	0.4	-2.9	5.7	-2.9	2.2	-14.1	-0.3
> O=C(c1ccccc1)c1nnc(-c2ccccc2F)o1
  -2.8	-14.8	0.5	-4.1	-0.7	0.3	67.7	-3.9	-4.0
> COC(=O)c1cc2nc(-c3ccccc3)cc(C(F)(F)F)n2n1
  2.1	-7.0	2.6	-0.4	0.8	-5.2	16.9	-24.4	-9.4
> COc1ccc(CN2C(=O)c3ccccc3C2C(=O)NC2CCCC(C)C2C)c(OC)c1 (centres undefined)
  0.6	-11.9	-0.5	0.3	35.9*	-15.7	0.1	-0.2	-7.8
> COc1ccc(N2C(=O)CC(Sc3nc4c(cc3C#N)CCC4)C2=O)cc1 (centres undefined)
  3.7	-2.5	0.6	-1.2	8.0	7.8	-1.5	-6.6	-19.7
> COCCCNC(=O)CC(NS(=O)(=O)c1ccc(Cl)cc1)c1ccco1 (centres undefined)
  3.1	-4.0	-0.2	-1.2	-0.7	10.7	3.0	-9.9	5.5
> O=C1c2ccccc2C(=O)N1CCCc1nc2ccccc2c(=O)n1CCCn1ccnc1
  4.6	16.5	-4.0	-2.0	-3.3	0.5	19.8	-6.8	7.0
> Cc1nn(Cc2ccc(F)cc2)c(C)c1NC(=O)c1noc2c1CCCCC2
  11.2	1.9	-0.1	-0.2	7.0	1.8	21.4	-18.3	-6.1
> COc1cc(CN2CCC(N3CCC(C(=O)N4CCCC4)CC3)CC2)cc2c1OCO2
  2.6	-3.0	-0.6	-3.5	-1.0	-0.1	6.6	-22.6	-2.2
> O=C(O)c1cnn2c(C(F)F)cc(C3CC3)nc12
  2.3	0.4	-2.3	-4.0	2.8	-0.3	6.9	-3.9	2.2
> CCCn1c(O)c(N=NC(=O)c2cccnc2)c2cc(Br)ccc21
  5.2	5.1	-0.9	-5.0	nt	1.8	4.2	4.0	-0.4
> O=C(CCNS(=O)(=O)c1cccc2nsnc12)NCCC1=CCCCC1
  3.4	-5.6	1.2	3.5	3.7	12.0	41.4	-7.9	1.3
> Cc1ccccc1-n1nc2c(c1NC(=O)c1ccc(S(=O)(=O)N(C)C)cc1)CSC2
  3.4	-9.0	-0.5	1.6	4.4	-1.8	-11.0	3.7	-0.2
> Cc1ccc2[nH]c3c(=O)n(CCC4=CCCCC4)cnc3c2c1
  -2.4	3.4	1.3	-5.5	-0.7	6.8	-9.5	-5.4	8.8
> Cc1cc(C(=O)Nc2ccccn2)cs1
  4.1	-4.0	0.4	5.3	0.9	-6.3	4.9	-10.3	-18.1
> CN(c1ccccc1)S(=O)(=O)c1ccc(Cl)c(C(=O)Nc2ccc(-c3nc4ccccc4[nH]3)cc2)c1
  14.9	-14.3	0.4	2.3	1.4	-47.2	10.7	-7.6	-3.9
> COc1ccc(OC)c(-c2csc(NC(=O)C3=NNC(=O)CC3)n2)c1
  8.8	-18.4	1.9	-1.2	-1.8	-3.2	32.0	-11.1	-10.3
> CCN(CC)CCCn1c(=S)[nH]c2cc(C(=O)OC)ccc2c1=O
  4.8	-6.4	0.7	-1.8	-0.6	-10.3	-6.0	-20.3	-9.8
> COc1ccc(OCC(=O)NNC(=O)Cc2coc3cc(OC)ccc23)cc1
  5.4	-3.9	1.1	4.7	6.0	-19.7	31.3	-0.2	2.1
> c1ccc(-n2cc(CN3CCC(N4CCOCC4)CC3)c(-c3ccc4c(c3)OCO4)n2)cc1
  2.2	1.0	-0.3	-1.1	8.5	-15.6	-0.2	-10.3	-26.3
> c1coc(C2Nc3ccccc3-c3nc4ccccc4n32)c1 (centres undefined)
  6.0	-10.2	-1.0	1.4	-2.1	-4.5	11.8	-8.9	4.6
> CC1CCCCN1C(=O)Cn1cc(C#N)c2ccccc21 (centres undefined)
  4.1	-10.2	0.1	0.0	4.6	-20.2	-3.7	-22.0	-12.9
> CN1CCC2(CC1)N=C(c1ccc(F)cc1)C(=S)N2C(=O)c1ccccc1
  1.2	-2.7	0.0	-2.8	-0.4	9.4	-12.5	-4.3	0.9
> COc1cccc2c(=O)c3c(cnn3C)n(C)c12
  3.1	-7.1	4.9	-0.9	4.9	-13.0	8.6	-13.2	-9.7
> O=C(Nc1ccc2oc(=O)ccc2c1)c1ccccc1[N+](=O)[O-]
  0.3	-5.5	0.5	-2.6	-1.8	-1.9	1.1	-1.7	10.4
> O=C(O)c1ccccc1NC(=O)C1CCCO1 (centres undefined)
  0.8	-15.1	1.5	-3.0	3.1	-0.1	-17.4	-4.7	-4.4
> Cc1ccc(OCc2nnc(NC(=O)c3ccco3)s2)cc1
  5.5	-25.3	1.7	4.5	18.0	-35.5	17.0	5.1	-47.3
> CCc1c(C)nc2ncnn2c1N1CCCC(C(=O)NCc2cccs2)C1 (centres undefined)
  4.9	-7.1	-0.2	-5.1	-2.2	20.2	12.5	-9.6	-4.7
> CCOc1cc(C)c(C(C)C)cc1S(=O)(=O)NCc1ccccn1
  5.0	-0.5	-1.3	2.0	-2.5	15.4	24.6	-1.8	8.3
> CC1CCN(c2ccc(C(=O)N3CCOCC3)cc2[N+](=O)[O-])CC1
  3.2	-5.3	1.3	-3.7	0.7	7.2	22.4	-7.2	6.0
> Fc1cccc2sc(N3CCOCC3)nc12
  -0.8	-0.3	2.2	-3.0	2.3	-37.1	0.2	-8.4	13.4
> O=C(Nc1ccc(Cl)c(Cl)c1)Nc1ccccc1NS(=O)(=O)c1cccs1
  5.9	-32.4	0.0	1.7	2.3	11.6	33.3	-19.0	1.1
> C=CCn1c(O)c(C2=c3ccccc3=NC2=O)s/c1=N/c1nccs1
  8.2	4.7	-0.9	-1.4	-8.9	21.4	20.4	-7.0	28.4
> O=C(CCc1nnc(-c2ccccc2)o1)NCc1cc(F)ccc1F
  2.6	-12.8	-0.3	-1.1	0.4	3.9	19.3	12.2	-3.7
> CC(=O)Nc1ccccc1-c1nc2ccccc2nc1OCC(=O)c1ccc2ccccc2c1
  2.5	-25.8	-1.2	-1.8	20.7*	-17.1	35.3	8.6	-0.3
> CCOc1cccc(C(=O)Nc2ccc3oc(-c4cccnc4)nc3c2)c1
  -3.3	-2.5	0.9	3.3	nt	9.5	14.7	2.2	-7.1
> COc1ccc(-n2nnnc2SCC(=O)Nc2ccc3c(c2)OCCO3)cc1OC
  -1.7	2.8	-1.8	-5.9	-0.2	-29.2	22.5	-7.1	9.1
> COc1ccc(/C=N/NS(=O)(=O)c2ccccc2)cc1OC(=O)c1ccc(C)cc1
  -2.1	-13.9	-1.0	-1.9	-1.9	-18.6	73.8*	14.8	2.5
> COc1ccccc1NC(=O)CN1CCN(c2ccccc2)CC1
  4.1	-4.4	3.5	-0.1	5.2	-1.3	20.1	1.3	-10.0
> O=C(Nc1cccc(S(=O)(=O)NC2=NCCCCC2)c1)c1cc(-c2ccncc2)nc2ccccc12
  7.4	-7.4	-0.2	2.7	3.8	-2.3	-11.6	3.9	-7.8
> COc1ccc(/C=N/Nc2ncc(C(F)(F)F)cc2Cl)cc1OC
  9.2	-6.6	0.1	6.4	0.7	-32.8	-5.9	-5.3	-11.8
> O=c1c2cc(NC(=S)NCCCN3CCC(Cc4ccccc4)CC3)ccc2nc2n1CCCCC2
  13.8	2.9	-1.0	2.7	9.5	-39.7	47.4	-3.7	-20.9
> CCOc1cccc(-c2nnc(SCC(=O)Nc3cccc(OC)c3)n2N)c1
  1.7	-5.7	-1.3	1.9	2.0	-20.6	33.5	-19.4	-10.5
> O=C(NNC(=O)C1CCN(S(=O)(=O)c2cccc(Cl)c2)CC1)C1CC1
  -5.2	2.5	-0.6	-0.6	nt	-18.5	62.9	-6.4	-24.1

An excerpt from above with just BaF3 parental and NPY-Y1 PAM-ag.
Structure | BaF3 parental | NPY-Y1 PAM-ag
CCOc1cccc(-c2nnc(SCC(=O)Nc3cccc(OC)c3)n2N)c1 | 1.7 | -20.6
Cn1nc(-c2ccccc2)c(-c2nc(-c3ccccc3Cl)no2)c1Cl | 5.1 | -4.8

NPY-Y1 PAM-ag: hit marks shown above.
| smiles | p47phox inh | S1P4 agonist | NPY-Y1 antag | NPY-Y1 PAM-ag | CHOP inh | S1P4 antag | NPY2 pot ag |
| --- | --- | --- | --- | --- | --- | --- | --- |
| O=C(Nc1ccc(F)cc1)C1C2CCC3C(CCC21)C3(Cl)Cl (centres undefined) | -3.2 | 0.4 | nt | 51.6* | 30.9 | -20.6 | 7.8 |
